# Screens deposited in PubChem by several laboratories.
# NTR1 agonist: agonists of NTR1, primary screen, imaging, U2OS cells, beta-arrestin-GFP, high content (AID 493036); P30989; NTR1-U2OS beta-arrestin-GFP spot imaging, agonist mode; 330,000 compounds, 0.17% hits; activation, % at 20 µM;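 active = activation at or above 40% of the spot to cytoplasm intensity ratio, with at least 20 cells analyzed; inconclusive = wells under 20 cells, flagged as cytotoxic or low count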;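 also: 0% = DMSO without peptide and 100% = 100 nM NTR1 peptide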
# Target sequence (P30989 whole entry, looked up): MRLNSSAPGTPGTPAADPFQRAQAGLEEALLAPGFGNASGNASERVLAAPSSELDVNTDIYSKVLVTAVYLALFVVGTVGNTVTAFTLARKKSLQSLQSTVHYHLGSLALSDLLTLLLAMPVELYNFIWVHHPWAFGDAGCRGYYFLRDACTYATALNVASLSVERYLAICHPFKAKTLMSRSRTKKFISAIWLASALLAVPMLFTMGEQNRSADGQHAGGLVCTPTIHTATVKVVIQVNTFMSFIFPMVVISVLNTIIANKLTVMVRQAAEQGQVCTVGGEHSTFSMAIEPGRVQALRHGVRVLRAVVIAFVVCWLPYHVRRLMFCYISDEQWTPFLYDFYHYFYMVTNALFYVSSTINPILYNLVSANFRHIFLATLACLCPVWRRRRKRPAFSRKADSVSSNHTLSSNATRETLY
# Dengue-2 NS5 capping: Dengue-2 NS5 methyltransferase inhibitors, primary screen, biochemical, confirmation dose response (AID 588689) | Dengue-2 NS5 methyltransferase capping enzyme assay, biochemical; higher % means a stronger effect | inhibition, % at 25 µM; hits with a dose series show IC50 in µM | 340,000 compounds, 0.3% hits; in the data active = a potency from the dose series; inconclusive = inhibition above about 29% without an active follow-up result
# AID2073: disruptors of CaV2.2 binding to Mint1 – biochemical, HTRF (AID 2073); HTRF protein-protein interaction, Mint1-CaV2.2; higher % means a stronger effect; inhibition, % at 20 µM, or IC50 in µM where a hit was titrated; 290,000 compounds, 0.19% hits; in the data active = inhibition mostly above about 51%, no sharp cut-off; inconclusive = no clear call, values can overlap the other calls; inactive = mostly below about 53%; also: some results filed as inactive read as strong as hits
# GPR35 arrestin U2OS: inhibition of zaprinast-stimulated GPR35 beta-arrestin translocation – imaging, U2OS, beta-arrestin-GFP, zaprinast agonist, primary screen (AID 2058); U2OS GPR35 beta-arrestin-GFP translocation imaging, zaprinast antagonism; higher % means a stronger effect; inhibition, % at 10 µM, or IC50 in µM where a hit was titrated; 290,000 compounds, 0.052% hits;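 active = inhibition of at least 50% with at least 30 cells and total cytoplasm GFP at most 10,000,000; inconclusive = under 30 cells or total GFP of 10,000,000 plus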
# UTI89 phage lysis: protection from phage-mediated lysis, alamar blue read-out – E. coli UTI89, K1F phage, bacterial capsule biogenesis inhibitors (AID 488966); E. coli UTI89 K1F phage lysis, alamar blue, 2 h; higher % means a stronger effect; 340,000 compounds, 0.02% hits; one-dose inhibition, % at 100 µM; IC50 in µM for titrated hits;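 active = phage lysis inhibition, versus mean bacterial control, above a set limit; inconclusive = no clear call, values can overlap the other calls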;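 also: capsule biogenesis inhibitors block K1F phage lysis so surviving cells raise fluorescence; higher fluorescence means more inhibition of phage lysis; actives were called in the ten point dose series up to 300 µM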
# GPR55 antagonists: inhibition of LPI-stimulated GPR55 beta-arrestin translocation – imaging, U2OS, beta-arrestin-GFP, LPI agonist, primary screen (AID 2013) | U2OS GPR55 beta-arrestin-GFP translocation imaging, LPI antagonism; higher % means a stronger effect | inhibition, % at 10 µM; hits with a dose series show IC50 in µM | 290,000 compounds, 0.13% hits;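 active = spots per cell inhibited over 60%, with over 100 cells counted and total cytoplasm intensity under 500,000; inconclusive = wells with under 100 cells, flagged as likely toxic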;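 also: U2OS cells stably carrying GPR55 and arrestin-GFP stimulated by 5 µM LPI near EC80; imaged beta-arrestin-GFP aggregate spots per cell after agonist stimulation; plate controls were LPI-stimulated DMSO wells for no effect and DMSO wells without LPI for full effect; some results filed as inactive read as strong as hits; confirmed hits need IC50 under 10 µM and bright autofluorescent wells are also inconclusive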
# SIAH1 antagonists: blockers of Siah-1 interaction with plectin peptide – biochemical, fluorescence polarization, rhodamine-plectin, uHTS, primary screen (AID 1817) | Siah-1 / rhodamine-plectin peptide fluorescence polarization; higher % means a stronger effect | displacement, % at 20 µM; hits with a dose series show IC50 in µM | 290,000 compounds, 0.02% hits;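 active = displacement of at least 50% at 20 µM, with a fluorescence ratio check between 0.3 and a set limit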;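 also: plate controls were Siah plus tracer with DMSO for no effect and tracer alone without Siah for full effect; strong numbers were not always called active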
# GPR55 activation: selective activators of receptor GPR55 – imaging, U2OS cells, beta-arrestin-GFP redistribution, primary screen (AID 1961). 290,000 compounds, 0.048% hits. activation, % at 10 µM; hits with a dose series show EC50 in µM. U2OS GPR55 beta-arrestin-GFP redistribution imaging; higher % means a stronger effect;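 active = activation above 40% with more than 50 cells counted in the well; inconclusive = wells holding fewer than 50 cells, flagged as toxic or sparse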;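 also: U2OS osteosarcoma cells stably expressing GPR55 and beta-arrestin-GFP; plate controls were DMSO negative control for no effect and LPI positive control for full effect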
# HIV fusion peptide: inhibitors of HIV fusion peptide binding, primary screen, biochemical, uHTS, fluorescence dequenching (AID 1986). inhibition, % at 20 µM, or IC50 in µM where a hit was titrated. cell-free peptide binding, fluorescence dequenching, 30 min; higher % means a stronger effect. 290,000 compounds, 0.3% hits; in the data active = inhibition mostly above about 52%, no sharp cut-off; inactive = mostly below about 76%; also: some results filed as inactive read as strong as hits
# NTR1 agonist cell count 20 µM: further read-out of NTR1 agonist, marked with its call; cell count; measured here: cell count, cytotoxicity flag
# Dengue-2 NS5 capping pilot replicate: recorded beside Dengue-2 NS5 capping, whose call it bears; inhibition, %; measured here: pilot screen replicate inhibition
# Numbers without * were called inactive; i = inactive; ? = inconclusive; . = no result given; [ ] = dose if it differs, or a comment.
SMILES,NTR1 agonist,NTR1 agonist cell count 20 µM,Dengue-2 NS5 capping,AID2073,GPR35 arrestin U2OS,UTI89 phage lysis,GPR55 antagonists,SIAH1 antagonists,GPR55 activation,HIV fusion peptide,others
CCOC(=O)C1=C(C)NC2=C(C(=O)CCC2)C1c1ccsc1 (configuration not stated),2.1,83,.,4%,3%,.,38%,0%,0.5%,-1.0%,
Cc1cccc(NC(=S)NNC(=O)c2csc(C(C)C)c2)c1,0.7,81,-3%,-14%,12%,0.2%,3%,-5%,-0.1%,-2.2%,
NC(=S)NNC(=O)c1ccccc1,0.0,89,-2%,-2%,-7%,4.1%,17%,-1%,0.2%,2.7%,
Cc1cccc(C)c1NC(=S)N(Cc1ccco1)C1CCN(C(C)C)CC1,0.9,52,1%,-3%,8%,1.8%,7%,-9%,-0.2%,-0.4%,
O=C(O)C1Nc2c(O)cccc2C2C=CCC12 (configuration not stated),0.4,35,2%,8.6µM*,-5%,1.5%[50 µM],4%,78%,-0.2%,9.9µM*,
COc1cc(C(=O)N(Cc2ccccn2)CC2CCCO2)cc(OC)c1OC (configuration not stated),1.4,80,-10%,0%,-2%,-8.1%,9%,-1%,0.2%,2.2%,
O=C(NCCN1CCN(c2ccccc2F)CC1)C1CC(=O)N(C2CCCC2)C1 (configuration not stated),0.0,56,-3%,-8%,-10%,-2.1%,23%,13%,0.1%,-0.3%,
CCOc1ccc(NC(=O)N(CCCN2CCOCC2)Cc2cccnc2)cc1,-3.7,46,1%,-5%,-6%,0.0%,12%,-3%,-0.2%,-1.3%,
COc1ccc(OCc2cc(C(=O)NCc3cccc(C)n3)no2)c(Cl)c1,2.9,71,-3%,21%,-6%,0.8%,6%,0%,-0.1%,-1.3%,
CCOc1ccc(OCCCC(=O)NCCc2ccc(OC)cc2)cc1,0.2,55,-7%,10%,7%,1.3%,-8%,-3%,0.0%,0.4%,
Cc1cc(N2CCCCC2)nc(SCc2ccc(C#N)cc2)n1,13,83,9%,-23%,-10%,-0.3%,9%,-2%,-0.1%,6.2%,
COC(=O)CCCC(=O)NC1CCCc2c1cnn2-c1ccc(F)cc1F (configuration not stated),-0.5,57,-3%,-2%,0%,-1.1%,8%,6%,-0.4%,-0.3%,
O=C1CCCC2=C1C(c1ccc(O)c(O)c1)Nc1ccc3ncccc3c12 (configuration not stated),4.0,55,-1%,24%,10%,-1.1%,6%,33%,-0.5%,12%,
CCOc1nc(N(C)C)nc(-n2nnc(C(C)=O)c2C)n1,2.1,48,2%,7%,-5%,0.8%,14%,0%,-0.1%,-0.7%,
CC(C)(C)c1csc(NC(=O)Cn2c(=O)oc3ccccc32)n1,0.1,44,-1%,-20%,-9%,0.1%,13%,-2%,-0.2%,-1.5%,
O=C(NNC1CC(=O)N(c2ccc(Br)cc2)C1=O)c1cccs1 (configuration not stated),-0.9,59,-8%,-1%,7%,0.7%,5%,-3%,0.0%,2.3%,
O=C(CCC(=O)N1CCN(c2ccc(F)cc2)CC1)N1CCN(c2ccc(F)cc2)CC1,0.4,66,-2%,9%,4%,-0.8%,2%,6%,-0.3%,-1.0%,
Cc1cc(=O)[nH]c(/N=C(\N)Nc2ccc(Oc3ccccc3)cc2)n1,3.6,48,0%,-8%,-5%,0.1%,-3%,2%,0.0%,-0.1%,
O=C(Nc1ccccc1C(=O)N/N=C/c1ccc(F)cc1)c1ccccc1Br,11,71,-6%,8%,0%,0.1%,-7%,4%,-0.1%,-0.6%,
COc1ccccc1C(=O)NNC(=O)c1ccc(NC(=O)C(C)C)cc1,.,.,-8%,4%,-17%,0.6%,4%,8%,-0.1%,-2.6%,
CCCC(=O)Nc1cc2c(cc1C(=O)c1ccccc1)OCCO2,0.7,62,1%,-6%,23%,0.2%,12%,0%,-0.1%,0.6%,
C=CCN(C(=O)c1csnn1)C(C(=O)NC1CCCC1)c1cccs1 (configuration not stated),2.5,71,-3%,-2%,6%,0.0%,1%,0%,1.2%,0.5%,
CN(Cc1cnccn1)C(=O)CC1C(=O)NCCN1Cc1cccc(F)c1 (configuration not stated),0.7,56,3%,-7%,-1%,0.1%,-4%,5%,-0.1%,4.0%,
CCOC(=O)c1ccc(NC(=O)CC2COc3ccccc3O2)cc1 (configuration not stated),-0.8,67,-7%,1%,3%,0.6%,-13%,3%,-0.1%,0.9%,
Cc1ccc(S(=O)(=O)N(C)c2ccc3ccccc3c2)cc1,2.1,59,1%,8%,16%,0.1%,-16%,-4%,-0.5%,-0.4%,
O=C(NNS(=O)(=O)c1ccccc1)c1cccnc1,0.4,48,-6%,2%,10%,1.0%[50 µM],4%,7%,-0.1%,-1.5%,
CC(=O)OCCCCON1C(=O)c2ccccc2C1=O,0.5,41,3%,-8%,8%,1.8%,9%,-7%,-0.1%,1.1%,
Cc1ccc(NCC(O)C(O)C(O)CO)cc1C (configuration not stated),1.7,94,18%,-10%,-21%,0.2%,0%,-2%,0.6%,-1.1%,Dengue-2 NS5 capping pilot replicate=4.5
CC1CCN(S(=O)(=O)c2ccc(Oc3ccc([N+](=O)[O-])cc3)cc2)CC1,1.1,74,2%,-4%,-31%,i,-2%,4%,0.0%,-0.9%,
Cc1ccc(C(=O)Nc2ccc3ccccc3c2)cc1,0.2,50,4%,15%,-7%,-0.5%,2%,8%,-0.2%,1.7%,
CCCc1cc(=O)oc2cc(OCC(=O)NCc3cccs3)ccc12,-1.2,89,12%,3%,9%,-0.4%,11%,18%,0.3%,0.1%,
O=C(CSc1nc2ccccc2[nH]1)N1CCCCC1,-1.1,70,-3%,-3%,-2%,0.3%,0%,-7%,-0.1%,-1.0%,
CC(=O)Nc1ccc(Sc2ccccc2C(=O)Nc2ccc(F)cc2)cn1,1.4,46,-4%,7%,20%,-2.6%,4%,8%,-0.3%,-2.7%,
O=C(COc1cccc(Cl)c1)Nc1cc(S(=O)(=O)N2CCOCC2)ccc1N1CCOCC1,1.2,57,-3%,12%,-4%,0.0%,5%,9%,-0.1%,-1.5%,
CCOC(=O)C1=C(C)N=c2s/c(=C\c3cc(OC)c(OC)c(OC)c3)c(=O)n2C1/C=C/c1ccccc1 (configuration not stated),0.9,56,13%,30%,-7%,1.1%,10%,5%,0.6%,8.4%,
COc1ccccc1-c1nnc(NC(=O)c2ccc(S(=O)(=O)N(C)Cc3ccccc3)cc2)o1,5.2,75,.,13%,-2%,.,17%,7%,-0.2%,30%,
O=C(NCCCN1CCN(c2ccc(F)cc2)CC1)C1CCCN(c2ncnc3c2nc2n3CCCCC2)C1 (configuration not stated),4.6,56,-6%,5%,-13%,0.1%,11%,0%,-0.1%,-0.2%,
CCOC(=O)CNC(=O)C1CCCN(c2ncccn2)C1 (configuration not stated),1.7,53,-17%,-9%,2%,8.6%,4%,5%,-0.2%,-0.5%,
CCOc1ccccc1OC(=O)c1cc2ccccc2oc1=O,1.0,42,-16%,-8%,15%,-0.2%,22%,2%,-0.3%,-1.1%,
Cc1ccc(NC(=O)/C(C#N)=C(\N)C(Cl)(Cl)Cl)nc1,2.8,43,?,3%,1%,5.6%,37%,27%,0.3%,21%,
CC(=O)Nc1nccc(-c2cc(-c3ccccc3)no2)n1,3.4,45,.,2%,0%,.,-4%,13%,0.2%,-0.6%,
Cc1cc(C)c2c(NC(=S)NC(=O)c3ccccc3)n[nH]c2n1,-1.5,24,-5%,0%,8%,-0.1%,10%,-1%,0.0%,0.3%,
C=CCNC(=O)c1onc(CSc2ccc(F)c(F)c2)c1C(=O)O,-5.8,65,1%,3%,-4%,0.8%,-10%,-4%,-0.1%,4.3%,
CC(SC(=S)N1CCOCC1)C(=O)O (configuration not stated),0.5,56,2%,0%,7%,0.2%,-5%,0%,-0.1%,-0.3%,
COc1ccc(Cl)cc1S(=O)(=O)N1CCN(C(=O)c2ccco2)CC1,-1.0,63,2%,-7%,1%,-0.1%,0%,1%,-0.1%,-0.2%,
CN(C)S(=O)(=O)c1cccc(NC(=O)CSc2cccc3cccnc23)c1,16,55,1%,-21%,2%,-1.2%,21%,-6%,-0.2%,-2.7%,
O=C(Nc1nnc(/C=C/c2ccccc2)s1)c1ccco1,0.6,45,-5%,11%,-9%,>75µM*,-3%,14%,-0.3%,1.9%,
C[C@H](NC(=O)c1ccc2c(c1)OCO2)c1nnc2ccccn12,0.5,62,-3%,?,14%,0.1%,-10%,-6%,-0.1%,0.5%,
O=C(O)c1ccccc1NCc1ccncc1,-0.6,83,2%,2%,21%,-0.5%,-12%,1%,0.1%,1.4%,
COc1ccc(S(=O)(=O)N2CCN(c3ncnc4c(-c5ccccc5)nsc34)CC2)cc1,-1.7,80,-3%,22%,11%,0.1%,9%,3%,0.0%,2.6%,
S=C1NCN(Cc2ccco2)CN1CCc1ccccc1,-0.2,46,8%,-4%,-2%,-2.3%,14%,-3%,0.6%,-1.6%,
CC(=O)c1c(C)oc2ccc(N(C(=O)c3ccncc3)S(=O)(=O)c3ccccc3)cc12,6.6,56,-19%,-14%,-6%,0.1%,14%,6%,-0.2%,-1.8%,
Cc1ccc2nsnc2c1S(=O)(=O)N1CCCC1C(=O)O (configuration not stated),1.4,96,-7%,15%,11%,-0.4%,8%,10%,21%,-0.3%,
COc1cc(C(=O)Nc2sc3c(c2C#N)CCN(C(C)=O)C3)cc(OC)c1OC,1.2,103,-2%,10%,-6%,0.0%,-14%,7%,0.3%,5.8%,
COC(=O)/C(=C\C(=O)c1ccccc1)Nc1cccc(C(F)(F)F)c1,-2.2,78,-6%,-2%,1%,-0.2%,14%,-1%,-0.1%,-1.0%,
CC(C)c1ccc(C(=O)CSc2ncn[nH]2)cc1,0.7,41,-1%,-9%,16%,0.2%,23%,1%,0.3%,0.0%,
